High-throughput results (PubChem BioAssay)
GLS inhibitor: qHTS for Inhibitors of Glutaminase (GLS). actives 0.21% (n = 410,000). GLS enzymatic activity, qHTS titration. Potency, µM (top dose mostly 45.5 µM), inactives show at the top dose activity change, negative = inhibition, actives largely listed as inhibitors. Glutaminase kidney isoform, mitochondrial (Homo sapiens), O94925; further: potency means the concentration at half of the fitted maximal effect; on the % scale 0 is the no-effect control and ±100 the full control effect
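Human kidney-isoform GLS in 45 mM KH2PO4 pH 8.2, 0.02% Tween-20, with compound, started with 1mM L-Glutamine (added stock). Glutamate oxidase/HRP/Amplex red coupled fluorescence read at start and after 30 min at RT.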
PI4K2A inh: qHTS for small molecular inhibitors of PI4K2A; Phosphatidylinositol 4-kinase type 2-alpha (Homo sapiens), Q9BTU6; activity change, negative = inhibition, % at 76.9 µM; actives 0.13% (n = 420,000); purified PI4K2A, ADP-Glo luminescence, 1 h; active compounds read low; AID 1346378, 2018; in the data active means activity change below about -50%; inconclusive means mostly about -30% to -49%;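 further: -100% = wells without enzyme as full effect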
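In this quantitative HTS, ADP production by PI4K2A was quantified luminescently after 1 h at ambient temperature; 100 microM adenosine served as plate-quality control.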
JMJD2A Tudor: qHTS Assay for Inhibitors of JMJD2A-Tudor Domain; actives 4.4% (n = 390,000); Lysine-specific demethylase 4A (Homo sapiens), O75164; AID 504339, 2011; Potency, µM (top dose mostly 114 µM), for the others: at the top dose activity change, negative = inhibition, actives largely listed as inhibitors; AlphaScreen JMJD2A-Tudor / H3K4me3 peptide binding; further: potency means the concentration at half of the fitted maximal effect; on the % scale 0 is the no-effect control and ±100 the full control effect; nearly all actives have a fitted effect of over 50% in size
BAZ2B block: qHTS Assay for Inhibitors of BAZ2B; Bromodomain adjacent to zinc finger domain protein 2B (Homo sapiens), Q9UIF8; AlphaScreen BAZ2B-H3K14Ac peptide displacement; Potency, µM (series often up to 114 µM), for inactives: at the top dose activity change, negative = inhibition, actives largely listed as inhibitors; actives 4.4% (n = 360,000); further: potency means the concentration at half of the fitted maximal effect; on the % scale 0 is the no-effect control and ±100 the full control effect; nearly all actives have a fitted effect of over 60% in size
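BAZ2B (50 nM) with biotin-H3(5-23)K14Ac peptide (50 nM) in PBS pH 7.4, 0.01% Tween-20, preformed 30 min, then compound 30 min at room temperature; top concentration 110uM. AlphaScreen streptavidin donor/nickel chelate acceptor beads (10 ug/mL final), 20 min dark, signal read.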
HP1b chromo inh: HTS for Inhibitors of HP1-beta Chromodomain Interactions with Methylated Histone Tails | AID 540317, 2011 | actives 0.56% (n = 390,000) | Potency, µM (top dose mostly 114 µM), without a hit: at the highest dose activity change, negative = inhibition, most hits filed as inhibitors | Chromobox protein homolog 1 (Homo sapiens), P83916 | AlphaScreen HP1-beta / biotin-H3K9me3 peptide binding; further: potency means the concentration at half of the fitted maximal effect; nearly all actives have a fitted effect of over 70% in size; inactives centre near 23
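AlphaScreen: HP1-beta (50 nM) preformed 30 min with biotin-H3(1-18)K9me3 peptide (50 nM) in PBS pH 7.4, 0.01% Tween-20. Compound added for 30 min at RT, then streptavidin donor/nickel chelate acceptor beads (10 ug/mL) for 30 min.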
ERG-DNA inh: qHTS for Small Molecule Inhibitors of the ERG Ets/DNA interaction; actives 0.028% (n = 370,000); fluorescence polarization, His-ERG Ets domain / labelled DNA; Transcriptional regulator ERG (Homo sapiens), P11308; Potency, µM (doses to about 76.9 µM), without a hit: at the highest dose FP activity, negative = inhibition, actives largely listed as inhibitors; active means well fitted inhibition curve with a large enough effect in the polarisation, with a control signal flat; inconclusive means small, poorly fitted or top-dose-only effect, or effect the other way, or a change in a side signal; inactive means no such curve, though single readings can be large or run the other way; the % refers to the polarisation;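 further: polarization taken with two DNA probes labelled with fluorescein and Texas red; potency means the concentration at half of the fitted maximal effect; % of control where 0% means no effect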
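His-tagged ERG Ets domain (1 uM in the protein solution; 300mM KCl, 50mM Tris-HCl, 1mM EDTA, 1mM DTT, pH 7.5) received compound, then a probe mix of 5 nM fluorescein-DNA and 100nM Texas-615-DNA. Fluorescence polarization was read for both dyes.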
G9a block: qHTS Assay for Inhibitors of Histone Lysine Methyltransferase G9a; Potency, µM (doses to about 102 µM), without a hit: at the top dose activity, negative = inhibition, usual class: inhibitors; G9a H3K9 monomethylation, AlphaScreen, 2 h; AID 504332, 2011; actives 8.8% (n = 350,000); Histone-lysine N-methyltransferase EHMT2 (Homo sapiens), Q96KQ7; further: potency means the concentration at half of the fitted maximal effect; on the % scale 0 is the no-effect control and ±100 the full control effect; nearly all actives have a fitted effect of over 75% in size
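Quantitative HTS format: methyltransferase activity on a biotin-tagged H3K9 peptide is measured by AlphaScreen, using a rabbit anti-monomethyl-H3K9 antibody with streptavidin donor and anti-IgG acceptor beads. Final levels are 20 nM enzyme, 500 nM peptide, 20 uM SAM; 2 h RT.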
RGS4 inh: Inhibitors of Regulator of G Protein Signaling (RGS) 4: qHTS; Transcreener GDP fluorescence polarization, RGS4-accelerated GTP hydrolysis; Potency, µM (series often up to 114 µM), inactives show at the highest dose activity change, negative = inhibition, hits mostly inhibitors; actives 0.039% (n = 390,000); AID 504845, 2011; Regulator of G-protein signaling 4 (Homo sapiens), P49798; further: potency means the concentration at half of the fitted maximal effect; on the % scale 0 is the no-effect control and ±100 the full control effect; nearly all actives have a fitted effect of over 75% in size; some results filed as inactive show a strong effect at the top dose
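MLSMR compounds (23 nl, pin-transferred) preincubated 10 min at room temperature with a 500nM (2x) first reagent, then RGS4 at 900nM (2x) plus Transcreener GDP mix added; fluorescence polarization (620/688 nm) read before and after 90 min at 30 °C.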
12-LOX inh: Primary qHTS assay for inhibitors of human arachidonate 12S-lipoxygenase (ALOX12): Round 2. Polyunsaturated fatty acid lipoxygenase ALOX12 (Homo sapiens), P18054. purified 12hLO, xylenol orange hydroperoxide absorbance. Potency, µM (titrated, usually from 108 µM), for inactives: top-dose activity change, negative = inhibition, usual class: inhibitors. actives 1.1% (n = 580,000). AID 1671190, 2021; further: potency means the concentration at half of the fitted maximal effect; on the % scale 0 is the no-effect control and ±100 the full control effect
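Purified human 12hLO (150 nM final) in 25 mM Hepes, 0.01% Triton X-100, pH 7.0 was preincubated 15 min at room temperature with compound. Then 40 uM arachidonic acid was added, 30 min. Hydroperoxide was read by Fe-XO absorbance ratio 573/405 nm.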
Numbers without * were called inactive; ? = inconclusive; . = not tested or not shown; & = joins results of further samples; [ ] = remark or other dose. Unless noted, the call rests on the fitted dose curve; in most records, active means well fitted curve in the direction sought with a large enough effect; inconclusive means small, poorly fitted or top-dose-only effect, or another doubt; inactive means no such curve, though single readings can be large; an effect the other way counts as inactive or inconclusive.

#1 COc1ccc(CC(=O)N2CCCC2)c(OC)c1
#2 Cc1ccc2cc(CN(C)S(C)(=O)=O)c(=O)[nH]c2c1
#3 Cc1ccc(Sc2ccc(N3CCCC(C(=O)Nc4ccc(F)cc4F)C3)nn2)cc1 (stereo not drawn)
#4 CN(C)c1ccc(C(C(=O)NCC2CCCO2)N(Cc2ccccc2)C(=O)c2snc(C(N)=O)c2N)cc1 (stereo not drawn)
#5 CC(=O)Nc1cccc(NC(=O)CSc2nnnn2C(C)C)c1
#6 Cc1cccc(C)c1NC(=S)N/N=C1\CC2CC=CC12 (stereo not drawn)
#7 CCc1nc2ccc(C(=O)N3CCN(c4ccccc4F)CC3)cc2nc1CC
#8 O=C(O)C1CCCCC1C(=O)NCCc1ccccc1 (stereo not drawn)
Compound	1	2	3	4	5	6	7	8
GLS inhibitor	-2.4%	0.0%	-8.1%	22.6%	3.7%	10.6%	0.2%&-0.7%	4.0%
PI4K2A inh	4.6	-4.2	-0.7	1.4	-6.0	-1.0	2.9&1.1	-2.4
JMJD2A Tudor	2.1%	-6.8%[57.1 µM]	4.4%	?	-0.9%	-33.6%	-15.9%&-10.0%	0.0%
BAZ2B block	7.5%	3.9%	5.4%	?	10.6%	-27.1%	-3.1%&-1.0%	-0.3%
HP1b chromo inh	27.6%	24.1%	45.9%[activator]	-8.5%	43.4%	?	31.2%&21.6%	23.8%
ERG-DNA inh	-12.2%	1.7%	-0.3%	12.4%	10.4%	20.3%	-0.2%&-0.9%	-6.2%
G9a block	26.1%	-38.0%	1.3%[59 µM]	-19.8%	-36.1%	12.6µM*	6.5%	-1.8%[12.7 µM]
RGS4 inh	-24.0%	28.4%	-1.7%	-3.8%	-2.9%	-35.0%	-1.8%&6.1%	10.2%
12-LOX inh	-30.6%	-61.6%&-0.6%	0.0%	-17.5%	-14.4%	0.1%	4.9%&-10.7%	22.2%

#9 c1ccc(-c2nc(C3CCCCC3)c3ccccc3n2)cc1
#10 CCOc1cccc(Nc2ccc([N+](=O)[O-])cn2)c1
#11 Cc1cc(=O)n2c3ccccc3n(CC(O)CN3CCN(Cc4ccccc4)CC3)c2c1C#N (stereo not drawn)
#12 CC(=O)N1CCN(Cc2nc3cc(NC(=O)c4ccc(F)cc4)ccc3n2C)CC1
#13 Cc1ccc(CNC(=O)C2CCN(S(=O)(=O)c3cnc[nH]3)CC2)cc1
#14 CCOC(=O)C1(Cc2cccc(OC)c2)CCN(CC=C(C)C)CC1
#15 Cc1c(Nc2nc3ccccc3nc2N2CCN(c3ccccc3)CC2)c(=O)n(-c2ccccc2)n1C
#16 CCC1(c2ccc(F)cc2)NC(=O)NC1=O (stereo not drawn)
Compound	9	10	11	12	13	14	15	16
GLS inhibitor	-0.8%	-1.8%	8.6%	-1.0%	13.2%	1.8%	33.1%[activator]	0.8%
PI4K2A inh	-6.3	1.9	-3.2	-9.0	-1.1	-2.9	1.9	0.6
JMJD2A Tudor	38.1%[activator]	-20.5%	-12.0%	-27.3%	-10.5%	-15.0%	?	-6.8%
BAZ2B block	3.5%	3.2%	-15.9%	-26.1%	5.1%	0.5%	-14.0%	9.8%
HP1b chromo inh	127.5%[activator]	14.8%	32.0%	-4.9%	7.7%	36.8%	-3.2%	16.6%
ERG-DNA inh	-5.5%	2.8%	2.9%	-12.1%	.	5.3%	0.7%	4.8%
G9a block	10.5%[2.33 µM]	-17.6%[0.501 µM]	?	-2.8%	5.4%	0.9%	?	-10.1%
RGS4 inh	-12.7%	28.1%	-16.8%	-41.3%	-2.5%	-13.1%	-8.9%	-17.6%
12-LOX inh	-4.4%	0.8%	174.9%[activator]	5.7%	7.3%	33.2%	0.0%	-3.0%

#17 CC1(C)Cc2c(sc3nc(C4CCCCC4)n(N)c(=O)c23)CO1
#18 O=C1C(SC(F)(F)C(F)F)=C(C(F)(F)F)OC2C3C=CC(C3)C12 (stereo not drawn)
#19 CCOc1cnn(Cc2ccccc2)c(=O)c1SCc1ccccc1
#20 CSc1nc2c(c(=O)[nH]1)CCCC2
#21 Cc1cc(Cl)ccc1NNC(N)=S
#22 CCCCn1c(N)c(N(CC(C)C)C(=O)c2cccc(S(=O)(=O)N(C)c3ccccc3)c2)c(=O)[nH]c1=O
#23 CCOC(=O)N1CCN(C(=O)CN(C2CCCCC2)S(=O)(=O)c2ccc(C)cc2)CC1
#24 COCCOc1cc(NC(=O)CS(=O)(=O)CC(=O)N(C)C)c(Cl)cc1Cl
#25 CCS(=O)(=O)N1Cc2ccccc2CC1C(=O)N(C)Cc1ccc(OC)cc1OC (stereo not drawn)
#26 CCOC(=O)c1c(C)[nH]c(C(=O)OCC(O)=C(C#N)c2nc3ccccc3[nH]2)c1C
Compound	17	18	19	20	21	22	23	24	25	26
GLS inhibitor	0.0%	-5.3%	8.5%	-3.6%	-25.5%	1.4%	-6.1%	-3.5%	-12.4%	-0.6%
PI4K2A inh	-3.9	3.3	2.1	-3.2	-9.8	1.5	5.2	0.7	2.5	-3.0
JMJD2A Tudor	-15.4%	-6.2%[11.4 µM]	5.3%	5.3%	-22.7%	-7.6%	-21.5%	-10.4%	-16.9%	-24.8%
BAZ2B block	-2.0%	-1.3%	23.6%	7.7%	-31.1%	-5.0%	-15.4%	-10.1%	-6.4%	.
HP1b chromo inh	5.0%	63.8%[activator]	56.7%[activator]	36.8%	-6.8%	15.3%	27.3%	19.4%	15.6%	-3.4%
ERG-DNA inh	7.8%	1.7%	0.0%	-14.2%	7.8%	2.2%	-1.4%	-1.5%	7.5%	-5.0%
G9a block	31.6%	?	17.7%[59 µM]	-0.9%[12.7 µM]	20µM*	?	-36.2%[12.7 µM]	-35.0%	-3.6%	.
RGS4 inh	9.8%	-4.4%[11.4 µM]	7.6%	-22.7%	-29.7%	-4.9%	-2.3%	-0.3%	-15.2%	-6.3%
12-LOX inh	91.9%[activator]	?	23.1%	-9.3%	12.2%	?	-6.4%	?	10.5%	-3.4%

Structural class, the compounds so far containing fluorine (five)
#3 Cc1ccc(Sc2ccc(N3CCCC(C(=O)Nc4ccc(F)cc4F)C3)nn2)cc1 (stereo not drawn)
#7 CCc1nc2ccc(C(=O)N3CCN(c4ccccc4F)CC3)cc2nc1CC
#12 CC(=O)N1CCN(Cc2nc3cc(NC(=O)c4ccc(F)cc4)ccc3n2C)CC1
#16 CCC1(c2ccc(F)cc2)NC(=O)NC1=O (stereo not drawn)
#18 O=C1C(SC(F)(F)C(F)F)=C(C(F)(F)F)OC2C3C=CC(C3)C12 (stereo not drawn)
Compound	3	7	12	16	18
GLS inhibitor	-8.1%	0.2%&-0.7%	-1.0%	0.8%	-5.3%
PI4K2A inh	-0.7	2.9&1.1	-9.0	0.6	3.3
JMJD2A Tudor	4.4%	-15.9%&-10.0%	-27.3%	-6.8%	-6.2%[11.4 µM]
BAZ2B block	5.4%	-3.1%&-1.0%	-26.1%	9.8%	-1.3%
HP1b chromo inh	45.9%[activator]	31.2%&21.6%	-4.9%	16.6%	63.8%[activator]
ERG-DNA inh	-0.3%	-0.2%&-0.9%	-12.1%	4.8%	1.7%
G9a block	1.3%[59 µM]	6.5%	-2.8%	-10.1%	?
RGS4 inh	-1.7%	-1.8%&6.1%	-41.3%	-17.6%	-4.4%[11.4 µM]
12-LOX inh	0.0%	4.9%&-10.7%	5.7%	-3.0%	?

3 entries out of the list, ordered by molar mass, largest number first.
#23 CCOC(=O)N1CCN(C(=O)CN(C2CCCCC2)S(=O)(=O)c2ccc(C)cc2)CC1
#25 CCS(=O)(=O)N1Cc2ccccc2CC1C(=O)N(C)Cc1ccc(OC)cc1OC (stereo not drawn)
#26 CCOC(=O)c1c(C)[nH]c(C(=O)OCC(O)=C(C#N)c2nc3ccccc3[nH]2)c1C
Compound	23	25	26
GLS inhibitor	-6.1%	-12.4%	-0.6%
PI4K2A inh	5.2	2.5	-3.0
JMJD2A Tudor	-21.5%	-16.9%	-24.8%
BAZ2B block	-15.4%	-6.4%	.
HP1b chromo inh	27.3%	15.6%	-3.4%
ERG-DNA inh	-1.4%	7.5%	-5.0%
G9a block	-36.2%[12.7 µM]	-3.6%	.
RGS4 inh	-2.3%	-15.2%	-6.3%
12-LOX inh	-6.4%	10.5%	-3.4%

Some of the compounds tested (hit frequency here may not be typical).
